HTR5A ag – HTR5A agonists in luminescence cell assay, primary screen, counter-screen for OPRM1-OPRD1 heterodimer agonist project, full-deck HTS | 5-hydroxytryptamine receptor 5A (Homo sapiens), P47898 | cell-based | activation, % at 9.3 µM | 0.61% of 340,000 active | AID 504692, 2011; in the data active means activation mostly above about 9.5%, no sharp cut-off; inactive means mostly below about 7.6%;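 further: 0% = cells with vehicle only and 100% = reference agonist; strong numbers were not always called active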
MITF act – activators of MITF-driven TRPM1 promoter reporter, primary screen, cell-based, SK-MEL-5, luciferase, single point; SK-MEL-5 TRPM1-promoter luciferase, 24 h; % of positive control, neutral wells = 0; activation, % at 12.5 µM; 0.75% of 300,000 active; AID 588334, 2011;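 active means mean activation of at least 80% with every replicate also reaching 80%; inconclusive means mean reaches 80% but some replicate falls short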;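 further: 0% = neutral control wells and 100% = parthenolide positive control wells; values of inactives mirror those of a sister screen read the other way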
SR-BI uptake up – activators of SR-BI mediated DiI-HDL uptake, primary screen, ldlA[mSR-BI] CHO cells, DiI fluorescence; 3 h; 100 = double the neutral-control signal; activation, % at 12.5 µM; 0.096% of 320,000 active; AID 504775, 2011;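 active means mean replicate activation of at least 60% and every replicate at or above 60%; inconclusive means mean or all-replicate condition met, but not both; inactive means mean below 60% and not all replicates reaching 60%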;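 further: 0% = median plate neutral-control signal and 100% = twice that signal; values of inactives mirror those of a sister screen read the other way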
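system = CHO ldlA[mSR-BI] cells, LDL receptor-null, SR-BI overexpressing | medium = Ham's F12 with 0.5% BSA, HEPES 25 mM, pH 7.4 | probe or stimulus = DiI-HDL 10 µg/mL | compound dosing = single-point compound dose | incubation = compound exposure 3 h, 37 °C | technique = DiI fluorescence, bottom read | read-out = cell-associated DiI fluorescence as measure of HDL uptake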
SR-BI HDL uptake – inhibitors of SR-BI mediated HDL lipid uptake, primary screen, ldlA[mSR-BI] cells, fluorescence, single point; ldlA[mSR-BI] CHO cells, DiI-HDL uptake fluorescence, 3 h; 0.96% of 320,000 active; inhibition, % at 12.5 µM; Scavenger receptor class B member 1 (Mus musculus), Q61009; AID 488896, 2010;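 active means mean replicate inhibition of at least 70% and a set share of replicates each scoring 70 or more; inconclusive means meets just one of the two criteria; inactive means fails both criteria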;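 further: 0% = median of neutral control wells and 100% = median of positive control wells; values of inactives mirror those of a sister screen read the other way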
Rtt109 HAT inh – inhibitors of C. albicans Rtt109/Vps75 HAT, primary screen, biochemical, ThioGlo CoA-SH fluorescence, plate reader; Histone acetyltransferase RTT109 (Candida albicans (strain SC5314 / ATCC MYA-2876)), …; purified Rtt109/Vps75, 4 h; inhibition, % at 34.9 µM; 0.16% of 330,000 active; AID 540336, 2011;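 active means inhibition of at least 50% in every replicate; inconclusive means best replicate reaches 50% inhibition but some replicates fall short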
Wnt act – Wnt/beta-catenin pathway activators, primary screen, cell-based, plate reader, single point; AID 743398, 2014; Wnt/beta-catenin reporter cell assay, activator; activation, % at 9.35 µM; 1.2% of 300,000 active; in the data active means activation above about 30%, passing the limit was not always enough; inconclusive means no clear call, values can overlap the other calls;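 further: 0% = neutral control wells and 100% = positive control wells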
CDK5 inh – inhibitors of human CDK5/p35 kinase, primary screen, biochemical, single concentration; Cyclin-dependent kinase 5 (Homo sapiens) + Cyclin-dependent kinase 5 activator 1 (Homo …; Recombinant CDK5/p35, ADP-Glo luminescence, 60 min; inhibition, % at 10 µM; 0.01% of 330,000 active;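 active means highest replicate inhibition of at least 50% and at least 75% of replicates reaching 50%; inconclusive means only one of the two criteria met; inactive means both criteria failed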;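 further: plate controls were DMSO neutral control for no effect and GW8510 at 10 µM for full effect; many of its hits are not listed in these tables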
Target sequence (Q00535 whole entry, looked up): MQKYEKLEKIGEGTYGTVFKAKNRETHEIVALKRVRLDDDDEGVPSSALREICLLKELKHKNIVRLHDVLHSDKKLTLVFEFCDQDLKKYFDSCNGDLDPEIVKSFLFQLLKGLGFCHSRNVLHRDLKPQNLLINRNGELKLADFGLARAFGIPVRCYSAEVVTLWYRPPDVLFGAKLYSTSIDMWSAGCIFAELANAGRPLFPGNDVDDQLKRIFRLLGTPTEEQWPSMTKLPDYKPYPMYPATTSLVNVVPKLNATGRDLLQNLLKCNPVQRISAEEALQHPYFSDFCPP
Target sequence (Q15078 whole entry, looked up): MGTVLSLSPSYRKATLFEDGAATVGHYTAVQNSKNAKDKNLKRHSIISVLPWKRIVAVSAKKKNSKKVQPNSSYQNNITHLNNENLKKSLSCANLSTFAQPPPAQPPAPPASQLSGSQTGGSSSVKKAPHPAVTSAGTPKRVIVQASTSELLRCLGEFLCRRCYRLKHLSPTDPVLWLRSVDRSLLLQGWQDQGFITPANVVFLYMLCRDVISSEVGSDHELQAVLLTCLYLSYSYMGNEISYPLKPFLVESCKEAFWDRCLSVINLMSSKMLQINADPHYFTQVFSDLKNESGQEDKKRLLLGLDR
dFosB act – activators of delta FosB homodimer, primary screen, biochemical, fluorescence polarization, TAMRA-CDK5 oligo, single point; purified delta FosB; percent of positive-control signal above neutral wells; activation, % at 25 µM; 0.99% of 340,000 active;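 active means mean activation above about 17%, with every replicate also reaching it, limit read from the data, passing the limit was not always enough; inconclusive means only one of the two conditions met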;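 further: fluorescence polarization rise as delta FosB binds a TAMRA Cdk5 AP-1 oligo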
Target sequence (P13346 whole entry, looked up): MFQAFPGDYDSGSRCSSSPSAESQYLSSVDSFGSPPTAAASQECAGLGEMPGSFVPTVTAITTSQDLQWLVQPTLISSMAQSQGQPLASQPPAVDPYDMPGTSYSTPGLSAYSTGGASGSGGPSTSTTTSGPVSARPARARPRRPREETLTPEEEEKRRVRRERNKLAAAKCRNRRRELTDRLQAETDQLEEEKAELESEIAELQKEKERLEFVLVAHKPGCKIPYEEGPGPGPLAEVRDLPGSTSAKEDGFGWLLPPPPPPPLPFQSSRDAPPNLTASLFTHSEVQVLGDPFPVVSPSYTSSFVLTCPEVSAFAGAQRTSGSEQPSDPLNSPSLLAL
RTF Ca sens act – cardiac RTF calcium sensitivity activators, primary screen, biochemical, IANBD-TnC fluorescence, EC20 calcium; Troponin I, cardiac muscle (Homo sapiens) + Troponin T, cardiac muscle (Homo sapiens) + …; activation, % at 7.2 µM; IANBD-labeled TnC RTF fluorescence at EC20 calcium; 0% EC20 calcium, 100% full calcium; 0.24% of 340,000 active;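 active means activation above the mean over all tested compounds plus 3 SD, cut at about 30% in these data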;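 further: rise in fluorescence read as greater calcium sensitivity of cardiac thin filaments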
PvdQ inh – P. aeruginosa PvdQ acylase inhibitors, primary screen, biochemical, fluorescence, plate reader and imaging, single point; PvdQ acylase [Pseudomonas aeruginosa LESB58]; purified PvdQ acylase; inhibition, % at 10 µM; 0.063% of 340,000 active; in the data active means inhibition above about 30%, passing the limit was not always enough; inconclusive means no clear call, values can overlap the other calls;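 further: 0% = vehicle neutral wells and 100% = reference inhibitor wells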
The depositor's hits bear a star; ? = inconclusive; / = not tested or not shown; & = joins results of further samples. No enrichment for hits; any-hit rate near 4.4%.

SMILES	HTR5A ag	MITF act	SR-BI uptake up	SR-BI HDL uptake	Rtt109 HAT inh	Wnt act	CDK5 inh	dFosB act	RTF Ca sens act	PvdQ inh
NC(=O)COc1ccc(NC(=O)OCc2ccccc2)cc1	-2	29	16	-16	0	/	-0.3	4	-8	5
CCCS(=O)(=O)N1CCCC(C(=O)NCCCN(CC)c2cccc(C)c2)C1 (stereo unspecified)	-3	-4	/	35	-10	/	0.2	-4	4	-14
O=C(COC(=O)c1ccc(Br)c(S(=O)(=O)N2CCOCC2)c1)NCC1CCCO1 (stereo unspecified)	5	-5	23	-22	-11	1	-1.9	5	2	-4
COc1ccc(C(C)=O)c(OC(=O)c2ccco2)c1	10	/	-3	3	0	/	-0.7	-3	1	-8
COc1ccccc1NS(=O)(=O)c1ccc(C)c(C(=O)Nc2ccc(S(=O)(=O)Nc3onc(C)c3C)cc2)c1	1	-5	-5	5	9	-3	-2.5	-6	5	-13
COc1ccc(CCN2CCCC(CN(C)C(=O)c3cc(C)oc3C)C2)cc1 (stereo unspecified)	1	75	36	-36	13	?	0.8	-5	-2	-17
CC(C1CC2CCC1C2)n1c(-c2cccs2)n[nH]c1=S (stereo unspecified)	6	2	-3	3	40	13	7.0	-7	2	6
COC(=O)c1[nH]c2c(c1C)C(=O)CC(c1cc(OC)ccc1OC)C2 (stereo unspecified)	1	-9	-20	20	4	-5	0.1	9	8	-11
COc1ccc([C@H]2CC(=O)C=C(c3ccc(C)c(F)c3)C2)cc1	8	17	-10	10	-1	7	0.0	1	5	-6
COCc1nnc(NC(=O)CCSc2ccccc2)s1	3	-3	15	-15	-3	/	3.0	-2	-2	-4
O=C(c1cccc([N+](=O)[O-])c1)N1CCN(c2cccc(Cl)c2)CC1	3	3	2	-2	-1	/	-0.4	-1	-1	3
Cc1ccc(C(=O)NNC(=O)C(C)Oc2ccccc2F)cc1S(=O)(=O)N1CCOCC1 (stereo unspecified)	2	-14	-7	7	39	-1	0.9	-8	-1	7
CC(=O)Nc1ccc(S(=O)(=O)n2cnc(C)c2)cc1	-7	-11	4	-4	-5	/	-0.5	2	-1	-2
COc1cccc(CNC(=O)C2CCN(S(=O)(=O)c3cccs3)CC2)c1	-1	-7	-6	6	-6	0	2.4	-1	-2	-1
Cc1ccc(C(=O)N2CCN(c3ncccn3)CC2)c(C)c1	2	4	/	/	5	0	-0.6	1	-7	-5
Cc1cccc(Nc2ncnc3onc(-c4cccc(Cl)c4)c23)c1C	0	-1	-26	26	-13	-1	0.2	-5	4	-8
CC1CCCCN1CCCNC(=O)c1ccc2c(=O)n(CCc3ccccc3)c(=O)[nH]c2c1 (stereo unspecified)	4	/	-20	20	3	1	-0.1	-15	5	-14
Cc1cccc(N=C2NC(=O)/C(=C/c3cccn3C)S2)c1C	-4	/	-19	19	-3	2	-4.3	-4	5	-10
COc1ccc(-c2c3c(cc4ncn(Cc5ccccc5)c24)COC3=O)cc1	-1	3	-8	8	-21	2	-3.5	-5	2	-16
CCOc1cc(Cl)c(S(=O)(=O)NCCCn2ccnc2)cc1Cl	5	-2	3	-3	-13	-1	0.7	-4	6	-14
Cc1ccsc1/C=C/c1ccc2cccc(O)c2n1	-12	/	-13	13	-1	/	1.3	-10	-2	6
CCOc1ccc(-c2nnc(NC(=O)C3CCCC3)o2)cc1	9	70	/	/	5	3	-1.6	-11	-3	-6
CCOc1ccc(-n2c(SCc3ccc([N+](=O)[O-])cc3)nnc2-c2ccc(OC)cc2)cc1	0	-1	-16	16	5	-1	0.2	-5	-5	12
CCOc1ccc(OCCC(=O)NNC(=O)c2nn(C)c(=O)c3ccccc23)cc1	1	-11	11	-11	-3	-2	0.4	0	-6	3
CCOC(=O)N1CCN(C(c2cccc(OC)c2)c2sc3nc(C)nn3c2O)CC1 (stereo unspecified)	-6	14	-8	8	4	/	-0.5	-1	1	-9
Cc1cccc(C)c1NC(=S)N(CCCN1CCN(C)CC1)Cc1cccs1	1	17	5	-5	-2	0	0.3	3	-1	-7
O=C(CCNC(=O)c1ccc([N+](=O)[O-])cc1)Nc1cc(Cl)ccc1N1CCOCC1	-3	-8	-50	50	6	-1	-1.5	0	2	9
Cc1ccc(NC(=O)CSc2nc(CSc3ccc(C)cc3)cc(=O)[nH]2)cc1	-2	-5	20	-20	6	2	1.9	1	12	-3
COc1ccc(C)cc1NC(=O)CCS(=O)(=O)c1ccc2c(c1)oc(=O)n2C	7	-10	11	-11	1	-2	/	-6	-2	-7
Cc1ccsc1/C=N\NC(=O)c1cc(C(C)(C)C)[nH]n1	4	54	-1	1	14	25	1.3	-5	3	-13
CCOC(=O)CSc1nnc(CNC(=O)c2cc(OC)c(OC)c(OC)c2)n1C	5	-3	6	-6	1	0	0.1	-4	2	-2
O=C(O)CCC(=O)N1CCc2cc(S(=O)(=O)N3CCC(Cc4ccccc4)CC3)ccc21	-1	/	-15	15	4	-1	-1.2	-6	6	1
COc1cccc(CC2(CO)CCCN(Cc3ccccc3Cl)C2)c1 (stereo unspecified)	0	/	8	-8	3	-1	0.2	-3	-7	-13
COc1ccc(OC2C(=O)N(Cc3ccc(F)cc3)C2c2cc(OC)c(OC)c(OC)c2)cc1 (stereo unspecified)	-1	10	7	-7	0	-2	-0.9	-3	3	-4
COC(=O)c1ccc(NC(=O)CCN2C(=O)C3C4CCC(C4)C3C2=O)cc1 (stereo unspecified)	-2	1	21	-21	-1	2	0.0	-7	-4	-6
Cc1cc(C(=O)COC(=O)CNC(=O)c2ccc(Cl)c(Cl)c2)c(C)n1Cc1ccco1	4	4	-9	9	8	-2	-4.6	?	-1	4
C/C(=N/NS(=O)(=O)c1ccc(C)cc1)c1c(O)c2ccccc2oc1=O	8	-17	6	-6	-10	-3	-3.0	-5	-1	-15
CCCCc1ccc(NC(=O)C2CCCC2)cc1	0	/	/	/	6	0	-7.1	-5	12	-15
CC(C)(C)NC(=O)c1ccc2c(c1)C(=O)N(Cc1ccco1)C2=O	2	2	5	-5	7	-3	1.2	-4	-7	-5
COc1nc(OC)nc(Oc2ccc(Cl)cc2[N+](=O)[O-])n1	-1	-12	20	-20	-2	2	0.2	3	-4	-13

Reprinted at random: two records from the list, in no set order.
SMILES	HTR5A ag	MITF act	SR-BI uptake up	SR-BI HDL uptake	Rtt109 HAT inh	Wnt act	CDK5 inh	dFosB act	RTF Ca sens act	PvdQ inh
CCCCc1ccc(NC(=O)C2CCCC2)cc1	0	/	/	/	6	0	-7.1	-5	12	-15
O=C(CCNC(=O)c1ccc([N+](=O)[O-])cc1)Nc1cc(Cl)ccc1N1CCOCC1	-3	-8	-50	50	6	-1	-1.5	0	2	9

New compounds follow
SMILES	HTR5A ag	MITF act	SR-BI uptake up	SR-BI HDL uptake	Rtt109 HAT inh	Wnt act	CDK5 inh	dFosB act	RTF Ca sens act	PvdQ inh
CC(C)c1ccc(N(CC(=O)NC2CCCCC2)C(=O)CCC(=O)Nc2ccccn2)cc1	-1	-9	2	-2	-5	-3	-1.0	-6	-3	-3
CC1CC(C)(C)NC(=S)N1CCC(=O)NCCc1ccc(Cl)cc1 (stereo unspecified)	0	5	/	/	8	-1	0.7	-4	5	4
COc1ccc(CN(CCC(c2ccc(F)cc2)C2CCOC(C)(C)C2)C(=O)c2ccco2)cc1 (stereo unspecified)	4	-8	40&1	-40&-1	6&5	-4	0.6	-13	1	0&11
CCOc1ccccc1CNCc1ccc(C(=O)O)cc1	0	8	-8	8	-4	6	0.4	-2	1	-9
Nc1nc(Sc2ccc(C(F)(F)F)cn2)n[nH]1	0	0	13	-13	/	-7	-1.4	-4	6	-15
CCn1c(=O)cc(OCC(=O)Nc2cc(C)ccn2)c2ccccc21	1	7	4	-4	-9	-1	-0.8	-25	3	-14
C=CCN1C(=O)c2ccccc2Sc2ccc(C(=O)N3CCN(C)CC3)cc21	1	-3	16	-16	7	/	-0.7	-5	3	6
Oc1ccc2ccccc2c1CNc1ccc(Br)cn1	1	37	-28	28	-8	0	0.0	-16	2	-9
O=C1CN(C(=O)c2cc3ccccc3oc2=O)C(c2ccccc2)c2cc(F)ccc2N1 (stereo unspecified)	-3	20	12	-12	7	-3	0.8	-10	-2	-6
CC(=O)/C(=N\Nc1ccccc1)Sc1nnc(-c2ccccc2)n1-c1ccccc1	1	-12	7	-7	7	-1	/	14	0	-1
CC1CCN(C(=O)CSCC(=O)Nc2nc(-c3cccs3)cs2)CC1	-5	/	-7	7	1	16	1.4	-2	-2	-3
COC(=O)C1CCN(C(=O)c2cc(=O)[nH]c3ccccc23)CC1	1	-1	11	-11	18	-1	0.1	-2	0	-1
Cc1noc(C)c1COc1ccccc1C(=O)NCCOc1ccccc1	-4	6	2	-2	-12	1	1.5	-8	-7	-3
O=C(Nc1ccccc1)C(c1ccccc1)c1ccccc1	5	-1	3	-3	1	0	-1.1	-2	2	-17
Cn1cc(CN2CCN(CCO)CC2)c(-c2ccc(Oc3ccccc3)cc2)n1	-1	0	10	-10	1	-3	-0.6	-8	-3	-9
O=C(Cc1ccsc1)Nc1ccc2c(c1)OCO2	-1	37	15	-15	15	4	-0.3	-4	1	3
COc1ccccc1C(=O)NNC(=O)c1ccc(NS(=O)(=O)c2cccs2)cc1	-3	-22	1	-1	-14	0	-1.3	-2	6	-2
CN(C)C(=S)Nc1cccc(-c2n[nH]c(=S)o2)c1	-3	-6	-5	5	0	0	0.9	6	-2	-4
CCC(C)N(CCNC(=O)CC1Oc2ccc(C)cc2NC1=O)C1CCCCC1 (stereo unspecified)	-4	-10	11	-11	4	2	1.4	-3	-4	19
Cc1ccc2c(CN3CCN(Cc4ccccc4)CC3)cc(=O)oc2c1	-3	-2	3	-3	-1	3	0.5	-4	0	9
COc1ccc2[nH]c(=O)c(CN(C(=O)c3ccccn3)c3ccccc3)cc2c1	2	1	10	-10	-16	/	-0.4	3	-3	-15
CN(C)CCNc1oc(-c2ccccc2Cl)nc1S(=O)(=O)c1ccccc1	-2	13	11	-11	-7	-3	-7.8	-17	2	-10
CN(C)c1ccc(S(=O)(=O)NCC(=O)NCCOc2ccccc2F)cc1[N+](=O)[O-]	-1	-5	10	-10	-15	-1	-0.5	-2	-12	4

High-throughput results deposited in PubChem by several laboratories.
